# TAAR1 agonist – human TAAR1 agonism; Q96RJ0; CHO RD-HGA16 TAAR1, Fluo-8 calcium fluorescence; vehicle wells 0%, saturating PEA agonist 100%; activation, % at 3 µM; 360,000 tested, 0.99% active;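 active means activation above the mean activation of all test compounds in the run plus 3 SD, cut at about 38% in these data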
# Target sequence (Q96RJ0 whole entry, looked up): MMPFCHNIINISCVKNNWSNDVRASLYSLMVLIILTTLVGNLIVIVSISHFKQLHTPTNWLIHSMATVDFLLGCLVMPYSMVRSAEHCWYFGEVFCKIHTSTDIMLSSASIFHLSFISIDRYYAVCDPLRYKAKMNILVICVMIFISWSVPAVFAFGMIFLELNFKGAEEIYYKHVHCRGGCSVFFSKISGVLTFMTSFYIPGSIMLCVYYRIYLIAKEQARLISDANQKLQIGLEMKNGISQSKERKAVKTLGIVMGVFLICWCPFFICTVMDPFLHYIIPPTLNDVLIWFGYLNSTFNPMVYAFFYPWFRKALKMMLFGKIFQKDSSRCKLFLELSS
#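 System: CHO-derived RD-HGA16 cells with stable Gα16 and human TAAR1 / Times: 17-24 h plating, Fluo-8 75 min 37 °C, 30 min RT / Technique: calcium-sensitive Fluo-8 signal, excitation 470-495, emission 515-575 nm / Measure: % activation relative to PEA EC100 response / Benchmarks: DMSO and PEA EC100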
# M1 PAM parental – nonselective activator or artifact in parental CHO-K1 calcium assay; ATP EC20, Fluo-8 calcium fluorescence; 0% at ATP EC20, 100% at ATP max; AID 602247; 360,000 tested, 0.02% active; activation, % at 3 µM;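 active means activation above the run cutoff, the mean activation of all test compounds plus 3 SD, cut at about 40% in these data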;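 further: peak over basal fluorescence ratio in a 140 s read after ATP addition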
# V1aR counter – V1a receptor agonism, counter-screen for OXTR agonists; activation, % at 3 µM; 320,000 tested, 0.25% active; CHO-V1R cells, Fluo-8 calcium fluorescence, agonist mode; 0% DMSO, 100% 3 nM vasopressin; P37288; AID 2797;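 active means activation above the mean activation of all tested compounds plus 3 SD, per screening run, cut at about 20% in these data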;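 further: signal is peak over basal fluorescence ratio across a 100 second FLIPR read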
# Target sequence (P37288 whole entry, looked up): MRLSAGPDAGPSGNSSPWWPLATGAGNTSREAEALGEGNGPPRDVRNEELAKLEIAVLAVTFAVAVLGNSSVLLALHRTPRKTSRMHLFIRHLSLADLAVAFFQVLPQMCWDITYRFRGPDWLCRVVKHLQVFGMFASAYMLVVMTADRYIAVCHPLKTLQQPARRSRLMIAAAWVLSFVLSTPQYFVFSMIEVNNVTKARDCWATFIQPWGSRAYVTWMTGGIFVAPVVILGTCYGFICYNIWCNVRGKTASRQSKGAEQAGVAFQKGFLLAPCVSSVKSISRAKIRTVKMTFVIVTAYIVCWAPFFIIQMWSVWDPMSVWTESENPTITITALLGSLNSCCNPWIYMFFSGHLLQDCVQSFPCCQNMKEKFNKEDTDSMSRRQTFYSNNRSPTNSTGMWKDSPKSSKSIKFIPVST
# CHO-K1 Ca ag – counter-screen for M1 agonists: effect in parental CHO-K1 cells; Fluo-8 calcium fluorescence; scaled to maximal ATP response, vehicle zero; activation, % at 3 µM; 360,000 tested, 0.48% active; AID 602248; in the data active means activation above about 15%;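 further: untransfected CHO-K1 host cells lacking M1 receptor as counterscreen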
# CHO parental Ca – signal in parental CHO cells, OX1R antagonist counter-screen; inhibition, % at 5.6 µM; parental CHO-K1, ATP-induced calcium, Fluo-8 fluorescence; 330,000 tested, 0.63% active;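 active means inhibition above that plate's mean sample inhibition plus 3 SD, cut at about 26% in these data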;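 further: 0% = ATP-challenged DMSO wells and 100% = DMSO wells without ATP; some compounds past the cut are filed as inactive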
#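 Test system: untransfected parental CHO cell line; also added: ATP stimulus; dosing: 5.6 µM, single dose; signal: calcium-sensitive Fluo-8 fluorescence; measure: percent inhibition of ATP-evoked calcium rise, normalized to controls; benchmarks: low control ATP plus DMSO, high control DMSO only; replication: one well per compound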
# TAAR1 antagonist – antagonists of human TAAR1 | Q96RJ0 | CHO RD-HGA16 TAAR1, Fluo-8 calcium fluorescence, antagonist | inhibition, % at 3 µM | 360,000 tested, 1.5% active | AID 624466;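 active means inhibition above a per-plate cutoff, the mean inhibition of test compounds on that plate plus 3 SD, cut at about 49% in these data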;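 further: 0% = DMSO plus EC80 beta-PEA response and 100% = DMSO alone without agonist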
#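 System: CHO RD-HGA16 cells bearing hTAAR1. Reagent: EC80 β-phenethylamine stimulus. Schedule: seeding 17-24 h prior, 75-min 37 °C, 30-min RT dye loading. Signal: Fluo-8 intracellular calcium dye fluorescence, real-time kinetic reads. Read-out: % inhibition from peak post-agonist over basal fluorescence ratio. Benchmarks: vehicle wells and EC80 agonist wells. Replicates: n of 1.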
# CHRM1 agonist – agonists of human M1 muscarinic receptor. AID 588814. P11229. CHO-K1 hM1, Fluo-8 calcium fluorescence, agonist mode; 0% DMSO, 100% acetylcholine EC100. 360,000 tested, 0.33% active. activation, % at 3 µM;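 active means activation above the run's mean compound activation plus 3 SD, cut at about 16% in these data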;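 further: peak over basal fluorescence ratio within a 140 s kinetic read after compound addition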
# CHO-K1 Ca antag – counter-screen for M1 antagonists: effect in parental CHO-K1 cells | ATP-induced calcium, Fluo-8 fluorescence | AID 602250 | 360,000 tested, 0.6% active | inhibition, % at 3 µM;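 active means inhibition above a per-plate cutoff, the plate's mean sample inhibition plus 3 SD, cut at about 24% in these data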;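 further: 0% = DMSO plus EC80 ATP and 100% = DMSO alone without ATP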
# OXTR potentiate – human OXTR potentiation; P30559; CHO-OTR cells, Fluo-8 calcium fluorescence, potentiator mode; 0% = oxytocin EC15, 100% = EC100; activation, % at 3 µM; 320,000 tested, 0.061% active;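 active means activation above that plate's cutoff, the mean activation of tested compounds plus 3 SD, cut at about 6.6% in these data, passing the limit was not always enough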;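 further: 100% uses oxytocin at 75 nM as the full agonist control; some results filed as inactive read as strong as hits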
#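 Replication – single well per compound, singlicate · Assay system – CHO cell line stably expressing human OTR · Timing – 6 min pre-incubation, 100 s read · Measure – normalized max/min fluorescence ratio, % activation · Doses – 3.0 µM, one dose · Detection – Fluo-8 calcium dye fluorescence · Probe or stimulus – oxytocin near EC15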
# * hit, by the source's call; · = not tested or not shown.
# Start of the listing, in advance (11 entries):
# Letters: A = TAAR1 agonist; B = M1 PAM parental; C = V1aR counter; D = CHO-K1 Ca ag; E = CHO parental Ca; F = TAAR1 antagonist; G = CHRM1 agonist; H = CHO-K1 Ca antag; I = OXTR potentiate
structure: CC(C)CC(=O)N1CCN(Cc2ccc(Cl)cc2)CC1
  A: 9	B: 5	C: 1.5	D: 0.6	E: -4	F: -6	G: -5	H: -11	I: 2

structure: COCCN(C(=O)c1snc(C(N)=O)c1N)C(C(=O)NC1CCCCC1)c1ccc(F)cc1 (stereo unspecified)
  A: 2	B: 16	C: -0.6	D: 0.8	E: -18	F: 2	G: -1	H: -7	I: -2

structure: CS(=O)(=O)N1CCN(c2ccc([N+](=O)[O-])c(NCc3cccnc3)c2)CC1
  A: 1	B: 12	C: 0.6	D: 1.0	E: 1	F: 5	G: -7	H: 0	I: 0

structure: CC1CN(S(=O)(=O)c2cccc(C(=O)OCC(=O)Nc3ccc4c(c3)OCO4)c2)CC(C)O1 (stereo unspecified)
  A: 13	B: -9	C: 0.4	D: 0.0	E: -13	F: 13	G: -5	H: 11	I: 0

structure: COc1ccc(-c2nn(-c3ccccc3)cc2C(=O)O)cc1
  A: 0	B: 9	C: 0.2	D: -0.1	E: 3	F: -10	G: -3	H: 7	I: 2

structure: Cc1nc2cc(N3CCOCC3)c(NC(=O)C3CC3)cc2c(=O)n1Cc1ccccc1
  A: 0	B: 4	C: 0.8	D: 0.1	E: 5	F: 7	G: -2	H: -2	I: 4

structure: O=C1C(=O)N(CC2COc3ccccc3O2)c2ccccc21 (stereo unspecified)
  A: 0	B: -6	C: 2.0	D: 2.6	E: -18	F: 21	G: 39*	H: 9	I: -4

structure: CCOC(=O)CN(C(=O)CSc1nnc(COc2ccc(OC)cc2)n1CC)c1ccccc1
  A: -1	B: 9	C: 0.0	D: 1.4	E: -19	F: -3	G: -4	H: -7	I: -6

structure: NC1=C(Cl)C(=O)c2ccc(S(N)(=O)=O)cc2C1=O
  A: 6	B: -5	C: ·	D: 1.8	E: ·	F: 8	G: 2	H: -1	I: ·

structure: CC(=O)NCCNc1nc2c(-c3cccc(C(F)(F)F)c3)nnn2c2ccccc12
  A: -1	B: -15	C: 1.1	D: 0.3	E: 2	F: -5	G: -3	H: -8	I: -7

structure: COc1ccc([N+](=O)[O-])cc1NC(=O)c1ccc(CN(c2ccccc2)S(C)(=O)=O)cc1
  A: 2	B: 24	C: -0.3	D: 2.9	E: -4	F: -16	G: -6	H: -6	I: -10

# The listing, previewed entries included:
# Letters: A = TAAR1 agonist; B = M1 PAM parental; C = V1aR counter; D = CHO-K1 Ca ag; E = CHO parental Ca; F = TAAR1 antagonist; G = CHRM1 agonist; H = CHO-K1 Ca antag; I = OXTR potentiate
structure: CC(C)CC(=O)N1CCN(Cc2ccc(Cl)cc2)CC1
  A: 9	B: 5	C: 1.5	D: 0.6	E: -4	F: -6	G: -5	H: -11	I: 2

structure: COCCN(C(=O)c1snc(C(N)=O)c1N)C(C(=O)NC1CCCCC1)c1ccc(F)cc1 (stereo unspecified)
  A: 2	B: 16	C: -0.6	D: 0.8	E: -18	F: 2	G: -1	H: -7	I: -2

structure: CS(=O)(=O)N1CCN(c2ccc([N+](=O)[O-])c(NCc3cccnc3)c2)CC1
  A: 1	B: 12	C: 0.6	D: 1.0	E: 1	F: 5	G: -7	H: 0	I: 0

structure: CC1CN(S(=O)(=O)c2cccc(C(=O)OCC(=O)Nc3ccc4c(c3)OCO4)c2)CC(C)O1 (stereo unspecified)
  A: 13	B: -9	C: 0.4	D: 0.0	E: -13	F: 13	G: -5	H: 11	I: 0

structure: COc1ccc(-c2nn(-c3ccccc3)cc2C(=O)O)cc1
  A: 0	B: 9	C: 0.2	D: -0.1	E: 3	F: -10	G: -3	H: 7	I: 2

structure: Cc1nc2cc(N3CCOCC3)c(NC(=O)C3CC3)cc2c(=O)n1Cc1ccccc1
  A: 0	B: 4	C: 0.8	D: 0.1	E: 5	F: 7	G: -2	H: -2	I: 4

structure: O=C1C(=O)N(CC2COc3ccccc3O2)c2ccccc21 (stereo unspecified)
  A: 0	B: -6	C: 2.0	D: 2.6	E: -18	F: 21	G: 39*	H: 9	I: -4

structure: CCOC(=O)CN(C(=O)CSc1nnc(COc2ccc(OC)cc2)n1CC)c1ccccc1
  A: -1	B: 9	C: 0.0	D: 1.4	E: -19	F: -3	G: -4	H: -7	I: -6

structure: NC1=C(Cl)C(=O)c2ccc(S(N)(=O)=O)cc2C1=O
  A: 6	B: -5	C: ·	D: 1.8	E: ·	F: 8	G: 2	H: -1	I: ·

structure: CC(=O)NCCNc1nc2c(-c3cccc(C(F)(F)F)c3)nnn2c2ccccc12
  A: -1	B: -15	C: 1.1	D: 0.3	E: 2	F: -5	G: -3	H: -8	I: -7

structure: COc1ccc([N+](=O)[O-])cc1NC(=O)c1ccc(CN(c2ccccc2)S(C)(=O)=O)cc1
  A: 2	B: 24	C: -0.3	D: 2.9	E: -4	F: -16	G: -6	H: -6	I: -10

structure: CNC(=O)c1c[nH]c2ccc(S(=O)(=O)Nc3ccccc3F)cc2c1=O
  A: -1	B: -3	C: 0.7	D: 4.2	E: -9	F: -14	G: -1	H: -3	I: -7

structure: Cc1ccc(C)c(N2CCN(C3CCCCC3NS(=O)(=O)c3ccccc3)CC2)c1 (stereo unspecified)
  A: ·	B: -5	C: 7.3	D: 0.0	E: -29	F: ·	G: -3	H: 10	I: -5

structure: N#C/C(=C/c1ccc(-c2ccccc2)o1)c1nc(-c2cccs2)cs1
  A: 34	B: 15	C: 10	D: 12	E: 31	F: 55*	G: 14	H: 17	I: -5

structure: CC[C@H](C)[C@@H](CN[C@H](CCCCNC)CNC)NCC1CCCC1
  A: 3	B: -14	C: 5.1	D: -0.2	E: 1	F: -1	G: -4	H: -17	I: -3

structure: COc1cc(/C=N\NC(=O)c2cccc(Cl)c2)ccc1Oc1ccc([N+](=O)[O-])cn1
  A: 8	B: 7	C: 1.6	D: 5.7	E: -16	F: 25	G: -3	H: -1	I: -4

structure: Cc1ccccc1C(=O)N1N=C(c2cccc(NS(C)(=O)=O)c2)CC1c1cccs1 (stereo unspecified)
  A: 6	B: 2	C: 3.1	D: 2.5	E: -7	F: -16	G: -2	H: 0	I: -9

structure: Cc1ccsc1C(=O)Nc1ccc(O)c(-c2nc3ccccc3s2)c1
  A: -1	B: -3	C: -1.2	D: 0.1	E: 0	F: -27	G: -4	H: -1	I: -14

structure: CC(C)(C)NC(=O)NC(=O)CN1CCN(c2ncc(C(F)(F)F)cc2Cl)CC1
  A: 3	B: 12	C: 2.3	D: 0.7	E: -14	F: 25	G: -5	H: -10	I: -9

structure: O=C(CNC(=O)c1cccnc1)N/N=C/c1ccc(O)cc1O
  A: 8	B: 14	C: 1.1	D: 0.2	E: -7	F: -29	G: 2	H: -5	I: -4

structure: CCN1C(=O)[C@H]2[C@@H](c3ccc(C)cc3)N3C(=O)N(c4cccc(Br)c4)C(=O)[C@@]3(CC)[C@H]2C1=O
  A: 8	B: -4	C: 0.0	D: 0.4	E: -22	F: -17	G: -5	H: -11	I: 1

structure: C[C@@H]1CN([C@@H](C)CO)C(=O)c2c(c3ccccc3n2C)-c2ccccc2CO[C@H]1CN(C)C(=O)[C@H](Cc1ccccc1)N(C)C
  A: 6	B: -6	C: ·	D: 0.1	E: ·	F: -10	G: -4	H: -1	I: ·

structure: O=C(CCCN1C(=O)[C@H]2CC=CC[C@H]2C1=O)NCc1nc(-c2ccc(Cl)cc2)no1
  A: 3	B: 29	C: 5.1	D: 10	E: -15	F: 13	G: 0	H: -25	I: -5

structure: CC1(C)OC(=O)C2=C(C[C@@H](CCc3ccccc3)O[C@H]2CCc2cccc(Cl)c2)O1
  A: 4	B: -2	C: ·	D: -0.2	E: ·	F: -21	G: ·	H: -16	I: ·

structure: C(#CCN1CCOCC1)COC(c1ccccc1)c1ccccc1
  A: 10	B: -3	C: -0.7	D: -0.3	E: 0	F: 3	G: 0	H: 14	I: -1

structure: CCOc1ccc(CCNC(=O)CCc2nc(-c3ccc(C)cc3)no2)cc1OCC
  A: 9	B: 20	C: 0.3	D: 3.1	E: -22	F: 1	G: -1	H: -13	I: -8

structure: O=C(N/N=C/c1cccc(O)c1)N/N=C/c1cccc(O)c1
  A: 46*	B: 8	C: 0.4	D: 1.3	E: 3	F: 16	G: -8	H: -17	I: -3

# Assay outcomes as filed in PubChem.
